FLuc modulator – firefly luciferase modulation, counter-screen for miR-21 project | actives 6.9% (n = 360,000) | purified FLuc, Km substrates, luminescence inhibition | Potency, µM (doses to about 57.5 µM), without a hit: at the highest dose activity change, negative = inhibition, actives largely listed as inhibitors | P08659;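 also: potency is read from the fitted curve at half-maximal effect; plate controls were vehicle for no effect and reference inhibitor for full effect; nearly all actives have a fitted effect of over 55% in size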
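Purified P. pyralis luciferase (10nM final) with 10uM D-luciferin and 10uM ATP (Km levels) in 50mM Tris acetate pH 7.5, 10mM Mg acetate, 0.01% Tween-20, 0.05% BSA; qHTS 6-point titration, ~60 µM downward; luminescence read.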
ELG1 genotoxic – induces genotoxicity in HEK293T cells with luciferase-tagged ELG1 | HEK293T ELG1-luciferase reporter, luminescence, 16 h | actives 1.3% (n = 330,000) | Potency, µM (highest dose often 46 µM), inactives show top-dose activity change, positive = activation, usual class: activators; also: potency is read from the fitted curve at half-maximal effect; % of control where 0% means no effect; nearly all actives have a fitted effect of over 60% in size
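Genotoxicity was scored as increased ELG1-luciferase reporter signal, measured by ONE-Glo luminescence (30 min, room temperature). Compound or vehicle exposure of the HEK293T reporter cells lasted 16 hr at 37°C.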
Gal4-VP16 FLuc – counter-screen for ROR gamma inhibitors: Gal4-VP16 reporter; actives 3.5% (n = 310,000); Potency, µM (titrated, usually from 53.6 µM), for the others: at the top dose activity, negative = inhibition, usual class: inhibitors; AID 2546; Drosophila S2 Gal4-VP16 UAS-luciferase, luminescence, 20 h;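 also: Gal4-VP16 expression switched on by copper sulfate through the metallothionein promoter; potency is read from the fitted curve at half-maximal effect; % is scaled to controls: 0 for no effect and ±100 for the full control effect; nearly all actives have a fitted effect of over 50% in size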
KCNH2 3.1 inh – KCNH2 3.1 (human) potassium channel inhibition; U2OS KCNH2 3.1, thallium flux FluxOr; hits give low values; activity change, % (tested at about 1.8 µM); actives 0.95% (n = 340,000); AID 720553;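 active = maximum activity change below -70%; inconclusive = maximum activity change from -70% to -50%; inactive = maximum activity change above -50%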;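 also: thallium influx rate constant from kinetic fluorescence after stimulation buffer; % is scaled to controls: 0 for no effect and ±100 for the full control effect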
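Thallium flux via FluxOr fluorescence (Red40 quencher, 45 min loading) in U2OS cells virally expressing the KCNH2 3.1 isoform (1.77 x 10^8 /mL virus, overnight at 37 C). Rate constants from 2-min kinetic reads post-stimulation, normalised to positive and negative controls.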
Coupling enz – coupling enzyme interference in Giardia aldolase counter-screen; coupling enzyme system counterscreen, AmpLite Red fluorescence; AID 2472; actives 0.67% (n = 290,000); activity change, negative = inhibition, % at 58.2 µM, hits read low; in the data active = activity change below about -30%; also: % is scaled to controls: 0 for no effect and ±100 for the full control effect
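Coupling enzymes only (glyceraldehyde-3-phosphate) + compound, at 57.5 uM final, 10 min RT; add substrate/coupling/AmpLite Red mix, 20 min RT; fluorescence ex 525/em 598 nm. Actives flag coupling-system interference.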
NPC1 prom act – activators of NPC1 promoter. Huh7 NPC1 promoter luciferase reporter, 24 h. Potency, µM (highest dose often 9.22 µM), without a hit: at the highest dose activation, hits mostly activators. actives 2.4% (n = 320,000). AID 485313;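 also: potency is read from the fitted curve at half-maximal effect; % of control where 0% means no effect; nearly all actives have a fitted effect of over 60% in size; reporter is driven by a mutant NPC1 promoter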
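Stable NPC1-promoter luciferase Huh7 line; cpd (DMSO) 24 h, 37 °C, 5% CO2; Amplite luciferase reagent 10 min RT; luminescence readout. qHTS format.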
Rab9 prom act – activates the Rab9 promoter. actives 2.8% (n = 320,000). Potency, µM (doses to about 9.22 µM), without a hit: at the top dose activation, negative = inhibition, usual class: activators. Huh7 Rab9 promoter-luciferase reporter, luminescence, 24 h; also: potency is read from the fitted curve at half-maximal effect; % of control where 0% means no effect; nearly all actives have a fitted effect of over 60% in size
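Steps: seed 1500 Huh7 Rab9-luc cells per well, rest 2 h at 37 °C; add compound in DMSO; incubate 24 h; add luciferase reagent, 10 min ambient; read luminescence.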
Giardia kill – Giardia lamblia killing; Giardia lamblia trophozoite viability; actives 0.15% (n = 340,000); AID 540267; activity change, % at 7.66 µM, hits read low; in the data active = activity change below about -80%; inconclusive = between about -30% and that limit;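 also: parasites exposed to compound for two days anaerobically before the ATP read; % is scaled to controls: 0 for no effect and ±100 for the full control effect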
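Trophozoite viability was measured as ATP-dependent luminescence, read 15-30 min after reagent addition. Before that, parasites at 100 cells/well were exposed to compounds for 48 h, anaerobically, at 37 deg C.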
uPA surface inh – cell surface uPA generation inhibition. actives 0.31% (n = 330,000). Potency, µM (titrated, usually from 38.3 µM), for inactives: top-dose activity change, negative = inhibition, most hits filed as inhibitors. AID 540303. cell surface uPA generation assay, qHTS; active = well fitted inhibition curve with a large enough effect; inconclusive = small, poorly fitted or top-dose-only effect; inactive = no such curve, though single readings can be large or run the other way; tested in mouse RAW 264.7 cells; also: potency is read from the fitted curve at half-maximal effect; % is scaled to controls: 0 for no effect and ±100 for the full control effect; nearly all actives have a fitted effect of over 55% in size
RORgamma inh – ROR gamma (mouse) transcription inhibition; P51450; AID 2551; actives 5.4% (n = 310,000); Potency, µM (top dose mostly 53.6 µM), inactives show top-dose activity change, negative = inhibition, most hits filed as inhibitors; Drosophila S2 Gal4-RORgamma UAS-luciferase reporter, 20 h; also: potency is read from the fitted curve at half-maximal effect; % is scaled to controls: 0 for no effect and ±100 for the full control effect; nearly all actives have a fitted effect of over 60% in size
Target sequence (P51450 whole entry, looked up, the tested form may be a part): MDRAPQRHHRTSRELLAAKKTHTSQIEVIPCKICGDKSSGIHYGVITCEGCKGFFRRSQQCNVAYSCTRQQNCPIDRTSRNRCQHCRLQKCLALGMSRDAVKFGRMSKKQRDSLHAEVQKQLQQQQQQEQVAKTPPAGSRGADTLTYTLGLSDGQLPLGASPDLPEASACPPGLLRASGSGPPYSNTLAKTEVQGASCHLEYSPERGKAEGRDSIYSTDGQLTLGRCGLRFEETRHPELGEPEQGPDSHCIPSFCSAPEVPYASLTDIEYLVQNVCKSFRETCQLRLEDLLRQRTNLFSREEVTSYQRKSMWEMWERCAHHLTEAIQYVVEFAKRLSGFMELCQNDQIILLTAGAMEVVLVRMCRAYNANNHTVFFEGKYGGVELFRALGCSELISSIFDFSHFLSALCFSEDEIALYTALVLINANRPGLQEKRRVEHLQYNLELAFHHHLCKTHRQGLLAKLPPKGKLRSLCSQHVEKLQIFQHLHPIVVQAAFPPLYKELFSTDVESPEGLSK
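In this cell-based reporter format, copper sulfate (700 uM final) drives Gal4–ROR gamma fusion expression from a metallothionein promoter in Drosophila Schneider cells; compounds preincubated 1 hr, reporter read after 20 hr at ambient temperature.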
Tb PFK inh – inhibitors of T. brucei phosphofructokinase; O15648; T. brucei PFK, ADP-Glo luminescence; Potency, µM (titrated, usually from 57.5 µM), inactives show at the top dose activity, negative = inhibition, actives largely listed as inhibitors; actives 0.17% (n = 330,000);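 also: potency is read from the fitted curve at half-maximal effect; 0% = uninhibited 1x PFK enzyme wells and -100% = no-enzyme wells; nearly all actives have a fitted effect of over 60% in size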
Target sequence (O15648 whole entry, looked up): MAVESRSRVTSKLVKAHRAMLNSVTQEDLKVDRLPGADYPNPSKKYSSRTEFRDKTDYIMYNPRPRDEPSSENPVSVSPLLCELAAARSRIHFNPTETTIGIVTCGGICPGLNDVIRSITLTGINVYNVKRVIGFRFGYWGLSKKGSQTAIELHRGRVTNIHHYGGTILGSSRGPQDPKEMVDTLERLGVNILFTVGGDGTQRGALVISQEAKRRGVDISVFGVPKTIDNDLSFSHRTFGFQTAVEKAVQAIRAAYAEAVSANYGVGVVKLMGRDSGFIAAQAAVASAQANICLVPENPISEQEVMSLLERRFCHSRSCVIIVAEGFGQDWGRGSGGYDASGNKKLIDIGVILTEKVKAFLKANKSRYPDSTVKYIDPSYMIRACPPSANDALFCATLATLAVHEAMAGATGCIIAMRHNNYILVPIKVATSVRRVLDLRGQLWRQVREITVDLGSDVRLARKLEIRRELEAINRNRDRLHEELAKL
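In TEA buffer at pH 8.0 with 5 mM MgCl2, enzyme (1.25 nM) converted F6P (0.5 mM) and ATP (0.1 mM) for 45 min at room temperature. ADP product was read by luciferase luminescence.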
* = called active by the depositor; ? = inconclusive; . = no result given; & = joins results of further samples; [ ] = another dose, or the depositor's remark. Unless noted, calls follow the shape of the dose curve; as a rule, active = well fitted curve in the direction sought with a large enough effect; inconclusive = small, poorly fitted or top-dose-only effect, or another doubt; inactive = no such curve, though single readings can be large; an effect the other way counts as inactive or inconclusive.

SMILES | FLuc modulator | ELG1 genotoxic | Gal4-VP16 FLuc | KCNH2 3.1 inh | Coupling enz | NPC1 prom act | Rab9 prom act | Giardia kill | uPA surface inh | RORgamma inh | Tb PFK inh
COc1ccccc1N1CCN(CCCCOc2c(OC)cccc2OC)CC1 | -1.1% | -9.5% | -0.3% | -10.0 | 0.4 | -7.6% | -9.3% | -19.3 | -2.8% | 15.5% | -0.1%
COc1cccc2sc(N3CCN(c4nc5ccccc5s4)CC3)nc12 | 7.1% | ? | -10.1% | -1.4 | 0.4 | 2.0% | -33.0%[inhibitor] | 7.2 | 4.4% | -17.3% | -1.4%
Cc1cccc(Nc2nc(OCC#N)nc(N(C)C)n2)c1 | -5.6% | 6.8% | -0.2% | -3.1 | -1.8 | -0.3% | 4.6% | 7.5 | -8.5% | 20.8% | 0.1%
CCn1nnnc1SCC(=O)Nc1sc(C)c(C)c1C#N | 4.0% | -0.9% | 3.9% | -6.0 | 0.0 | 3.7% | -1.9% | 9.9 | -7.1% | 7.3% | 1.9%
CC(NC(=O)COC(=O)CCc1nc(=O)c2ccccc2n1C)c1ccccc1 (centres undefined) | -2.2% | 3.2% | 3.4% | 6.3 | 2.8 | -0.4% | 3.1% | -8.5 | 4.4% | 0.8% | -6.4%
Cc1nnc2sc(-c3ccncc3)nn12 | -0.4% | -1.2% | -19.6% | 5.6 | -5.4 | -2.2% | -0.5% | -1.1 | -0.5% | 19.6% | 5.9%
CCOC(=O)CC1CCCCN1C(=O)c1ccc2nc(CCOC)oc2c1 (centres undefined) | -11.3% | 4.1% | 17.8% | 8.2 | . | 1.6% | -2.0% | -14.5 | 0.6% | 17.1% | 0.1%
O=C(COC(=O)c1cc(S(=O)(=O)N2CCCC2)ccc1O)Nc1ccccc1Br | . | 1.3% | . | -8.9 | . | . | . | -14.6 | -0.3% | . | -0.4%
CCCN(C(=O)CSc1nnnn1C)c1c(N)n(Cc2ccccc2)c(=O)[nH]c1=O | -0.1% | -2.5% | -0.5% | 5.4 | 1.7 | -1.9% | -0.9% | -17.6 | 15.1% | -4.3% | -2.6%
CC(C)(C)c1ccc(C(=O)NC(=O)CSc2n[nH]c(N)n2)cc1 | ? | 8.3% | . | 10.5 | . | 4.4% | 7.3% | -9.1 | ? | . | 3.8%
Cc1oc(-c2ccc(Cl)cc2)nc1CN1CCCC(C(=O)NCCCN2CCOCC2)C1 (centres undefined) | 4.5% | -4.4% | -1.8% | -14.7 | 1.2 | -5.0% | -13.6% | 9.7 | -6.5% | 30.9% | -4.1%
COc1ccc(NC(=O)COC(=O)C2C3CC4OC(=O)C2C4C3)cc1 (centres undefined) | -1.5% | 7.9% | 17.4% | 0.0 | 0.4 | 2.1% | 15.8% | 27.7 | 1.8% | -0.3% | -7.4%
C[C@]12c3[nH]c4ccccc4c3CCN1C(=O)C(CC(=O)NCCCn1ccnc1)C[C@@H]2C(=O)N1CCCCC1 (some centres undefined) | . | 7.4% | . | 4.8 | . | . | . | 10.1 | 5.4% | . | 0.0%
Cc1ccc(-n2nc(C)c3c(C)c(CCC(=O)NCC4CCCO4)c(=O)n(C)c32)cc1 (centres undefined) | -1.2% | -12.6% | 0.7% | -37.7 | . | -2.8% | -12.4% | 32.0[activator] | 3.2% | 1.4% | -2.2%
COCCN1CN=C(NS(=O)(=O)c2ccc(C)cc2)NC1 | 1.0%&-0.5% | -1.4% | -0.3% | 21.8 | . | -16.9% | 0.3% | -6.3 | 2.7% | -15.4% | 0.9%
C[C@@H]1CN([C@H](C)CO)C(=O)c2cccc(NS(=O)(=O)c3cccs3)c2O[C@H]1CN(C)Cc1ccccc1 | . | -2.9% | . | 12.3 | . | . | . | -4.4 | 0.7% | . | 0.5%
Cc1ccc(S(=O)(=O)c2nc(S(=O)(=O)c3ccccc3)sc2N2CCN(C)CC2)cc1 | 3.4% | -7.9% | 3.4% | 1.4 | -1.9 | -5.5% | -4.6% | 8.5 | -4.3% | 19.3% | -2.6%
Cc1ccc(-c2ccc(CCC(=O)O)n2NC(=O)c2ccco2)cc1 | -1.6% | 4.2% | -8.7% | -2.1 | 1.0 | 2.8% | -5.4% | -22.8 | -6.8% | -41.6% | 4.6%
CCOC(=O)Cn1c(=O)c2c(nc(Br)n2Cc2ccc(Cl)cc2)n(C)c1=O | -0.1% | 2.3% | -4.1% | -3.6 | -2.5 | 1.1% | -0.4% | 0.0 | -2.5% | -17.7% | 10.0%
CCc1c(C)nc2ncnn2c1NCc1cccs1 | 0.7% | 13.7% | -5.8% | -1.7 | 0.1 | -0.2% | -8.9% | 5.5 | -10.5% | 3.3% | -5.4%

Some of the entries so far, with two lines to a compound.
Values run as follows: FLuc modulator	ELG1 genotoxic	Gal4-VP16 FLuc	KCNH2 3.1 inh	Coupling enz	NPC1 prom act	Rab9 prom act	Giardia kill	uPA surface inh	RORgamma inh	Tb PFK inh
> COc1ccccc1N1CCN(CCCCOc2c(OC)cccc2OC)CC1
  -1.1%	-9.5%	-0.3%	-10.0	0.4	-7.6%	-9.3%	-19.3	-2.8%	15.5%	-0.1%
> COc1cccc2sc(N3CCN(c4nc5ccccc5s4)CC3)nc12
  7.1%	?	-10.1%	-1.4	0.4	2.0%	-33.0%[inhibitor]	7.2	4.4%	-17.3%	-1.4%
> Cc1cccc(Nc2nc(OCC#N)nc(N(C)C)n2)c1
  -5.6%	6.8%	-0.2%	-3.1	-1.8	-0.3%	4.6%	7.5	-8.5%	20.8%	0.1%
> CCn1nnnc1SCC(=O)Nc1sc(C)c(C)c1C#N
  4.0%	-0.9%	3.9%	-6.0	0.0	3.7%	-1.9%	9.9	-7.1%	7.3%	1.9%
> CC(NC(=O)COC(=O)CCc1nc(=O)c2ccccc2n1C)c1ccccc1 (centres undefined)
  -2.2%	3.2%	3.4%	6.3	2.8	-0.4%	3.1%	-8.5	4.4%	0.8%	-6.4%
> Cc1nnc2sc(-c3ccncc3)nn12
  -0.4%	-1.2%	-19.6%	5.6	-5.4	-2.2%	-0.5%	-1.1	-0.5%	19.6%	5.9%
> CCOC(=O)CC1CCCCN1C(=O)c1ccc2nc(CCOC)oc2c1 (centres undefined)
  -11.3%	4.1%	17.8%	8.2	.	1.6%	-2.0%	-14.5	0.6%	17.1%	0.1%
> O=C(COC(=O)c1cc(S(=O)(=O)N2CCCC2)ccc1O)Nc1ccccc1Br
  .	1.3%	.	-8.9	.	.	.	-14.6	-0.3%	.	-0.4%
> CCCN(C(=O)CSc1nnnn1C)c1c(N)n(Cc2ccccc2)c(=O)[nH]c1=O
  -0.1%	-2.5%	-0.5%	5.4	1.7	-1.9%	-0.9%	-17.6	15.1%	-4.3%	-2.6%
> CC(C)(C)c1ccc(C(=O)NC(=O)CSc2n[nH]c(N)n2)cc1
  ?	8.3%	.	10.5	.	4.4%	7.3%	-9.1	?	.	3.8%
> Cc1oc(-c2ccc(Cl)cc2)nc1CN1CCCC(C(=O)NCCCN2CCOCC2)C1 (centres undefined)
  4.5%	-4.4%	-1.8%	-14.7	1.2	-5.0%	-13.6%	9.7	-6.5%	30.9%	-4.1%

(next part)
SMILES | FLuc modulator | ELG1 genotoxic | Gal4-VP16 FLuc | KCNH2 3.1 inh | Coupling enz | NPC1 prom act | Rab9 prom act | Giardia kill | uPA surface inh | RORgamma inh | Tb PFK inh
O=C(CN1CCN(c2ccccc2O)CC1)Nc1cc([N+](=O)[O-])ccc1Cl | 5.2% | -6.3% | -11.9% | 0.1 | -2.5 | 0.1% | -15.8% | -10.1 | -4.4% | -20.7% | -1.5%
COc1ccc(C(C[N+](=O)[O-])c2c(-c3ccccc3)cc3ccccn23)cc1OC (centres undefined) | -8.1% | . | ? | 2.9 | -8.9 | . | . | -8.9 | -6.6% | 8.91µM* | .
CCC(C)c1ccccc1N1CC(C(=O)NCCc2ccc(OC)c(OC)c2)CC1=O (centres undefined) | 1.7% | -7.4% | . | 1.3 | . | -0.3% | 0.4% | 4.7 | 1.9% | . | -10.9%
CN(C1CCCCC1)S(=O)(=O)c1cn(C)c(=O)n(C)c1=O | -0.1% | -1.5% | . | 1.0 | . | -1.4% | -1.6% | 7.4 | -1.6% | . | -4.6%

Bioassay records from PubChem.
